High-throughput results: PubChem, NCI
NCI-60 one-dose screen, 48 h, at 10 µM unless noted. Numbers give growth in % (100 = growth as untreated, 0 = no growth, -100 = all killed).
CCRF-CEM – CCRF-CEM leukemia. 7% of 77,000 active. AID 1794778
HOP-92 – HOP-92 NSCLC cells; 6.3% of 71,000 active
HOP-62 – HOP-62 NSCLC | 3.9% of 80,000 active | AID 1794735
EKVX – EKVX NSCLC. 3% of 71,000 active
MDA-MB-435 – MDA-MB-435 melanoma; 7.8% of 82,000 active; AID 1794794
RPMI-8226 – RPMI-8226 leukemia cells | 7.5% of 77,000 active
M14 – M14 melanoma; 6.2% of 80,000 active; AID 1794745
A549/ATCC – A549/ATCC NSCLC | 3.7% of 81,000 active | AID 1794740
Active calls of the source: *; nt = no result given; & = joins results of further samples. Rule for the calls: active = growth percent below 10; inactive = the rest.

SMILES	CCRF-CEM	HOP-92	HOP-62	EKVX	MDA-MB-435	RPMI-8226	M14	A549/ATCC
O=c1[nH]c2ccccc2cc1-c1nnc(-c2ccc(Cl)cc2)o1	96	94	94	nt	101	90	105	100
Cc1ccc(S(=O)(=O)Nc2ncc(-c3nc4ccccc4[nH]3)c(N)n2)cc1	97	98	100	100	102	111	106	96
COc1cc(N=Nc2ccccc2C(=O)O)ccc1O	96	nt	125	114	100	99	112	95
Nc1ccccc1-c1ccc(-c2ccccc2)c2c1[nH]c1ccccc12	103	113	81	nt	98	100	77	80
O=C(Cn1cncn1)Nc1ccc(-c2nc3ccccc3s2)cc1	105	94	102	90	105	83	111	88
CN(C)CCCN(Cc1ccccc1O)C(=O)Nc1ccc(F)cc1	101	104	105	nt	119	97	110	103
N/C(=N\c1nc2ccccc2s1)C(Cl)(Cl)Cl	90	80	84	90	104	107	95	90
Cc1nc(=S)c2cnn(-c3ccc([N+](=O)[O-])cc3)c2[nH]1	91	101	103	nt	104	93	115	95
CCN(CC)CCOC(=O)c1ccc(N=C=S)cc1	101	84	93	92	104	155	92	100
CC(C)[C@H]1C(=O)O[C@H](C(C)C)C(=O)N1C	53	18	73	87	90	24	60	79
Cc1ccc(/C=C2\SC(=S)N(CC(=O)O)C2=O)cc1	102	nt	104	98	96	103	106	100
Nc1nc(SC2CCCCC2)c2[nH]cnc2n1	103	77	92	85	108	93	87	94
O=C1c2ccccc2-c2ccc([N+](=O)[O-])cc21	98	nt	117	101	114	96	112	89
O=C1NC(=S)NC(=O)C1Cn1cnc2ccccc21	101	102	103	102	101	103	110	97
CCCCOc1nc2ccc(C)cc2cc1/C=C/C(=O)/C=C(O)/C=C/c1cc2cc(C)ccc2nc1OCCCC	98	nt	87	102	107	nt	98	92
O=C(/C=C/C12c3ccccc3C(c3ccccc31)C1C(=O)NC(=O)C12)c1ccncc1 (stereo not drawn)	-13*	24	4.8*	81	9.9*	-30*	20	86
Cn1cc(-c2csc(-c3cn(CCNC(=O)OC(C)(C)C)c4ccc(Br)cc34)n2)c2cccnc21	58	73	86	83	91	57	76	76
O=C1/C(=C/c2ccc(Cl)cc2)N=C2Sc3cc(Cl)ccc3C(=O)N12	91	91	108	nt	98	96	104	87
COC(=O)C1=C(C)NC(C)=C(C(=O)OCCN(C)Cc2ccccc2)C1c1cccc([N+](=O)[O-])c1 (stereo not drawn)	58	33	90	73	89	63	83	78
Cc1cc2c(s1)CCCC1CC(=O)N(CCN3CCN(C)CC3)N=C21 (stereo not drawn)	103	97	106	101	111	85	99	99
Cc1c(C)c(C)c([N+](=O)[O-])c([N+](=O)[O-])c1C	121	69	103	91	89	119	104	93
O=C(CCN1CCCC1)Nc1ccc2c(Nc3ccc(F)cc3)c3ccccc3nc2c1	-18*	4.2*	-13*	47	-95*	-37*	-81*	-22*
COC1=CC(CO[Si](C)(C)C)=CC2C(O)c3ccccc3N3C(=O)COC123 (stereo not drawn)	102	94	89	85	105	106	97	103
O=C1NC(=O)C(c2ccc(C(=O)/C=C/c3c[nH]c4ccccc34)cc2)C(=O)N1	83	91	95	nt	97	92	99	99
CCN(CC)Cc1cc(C(C)(C)c2ccccc2)cc(C2CCCCC2)c1O	95	70	101	105	105	100	98	94
NC(=S)N1N=C(c2ccc3c(c2)OCO3)CC1c1ccc(F)cc1 (stereo not drawn)	41	85	110	nt	nt	nt	93	86
N#CC(C#N)=CN	84	85	103	nt	99	97	113	94
C#CCOC(=O)Nc1ccccc1	112	102	113	99	99	105	103	97
CCOP(=O)(Cc1ccc(N(CCO)CCO)cc1)OCC	93	98	108	99	109	102	107	93
N#CCSc1nc(-c2cnccn2)cc(-c2cccs2)c1C#N	106	nt	93	95	102	112	107	105
O=C1CCC(NC(=S)Nc2ccccc2)N1 (stereo not drawn)	97	102	109	117	109	101	110	101
Cn1c(-c2ccccc2)cs/c1=N\S(=O)(=O)c1ccc(NNc2c3ccccc3nc3ccccc23)cc1	79	102	92	90	104	68	97	89
O=c1[nH]c2ccccc2c2ccccc12	98	72	102	100	107	100	112	104
COc1ccc(-c2nn(-c3ccc(NC(=O)c4ccc(Cl)c(Cl)c4)cc3)cc2-c2ccncc2)cc1Cl	37	37	6.0*	56	54	-35*	6.6*	43
OCc1cnccc1NC1CCCCCC1	113	109	92	97	106	106	97	97
COc1cc(/C=C/C(=O)c2cc(OC)c(OC)c(OC)c2)ccc1Oc1nc2c(c(=O)n(C)c(=O)n2C)n1C	5.8*	3.4*	-41*	2.0*	-44*	6.1*	-29*	-13*
Nc1ncc(-c2ccc3ncnc(Nc4ccc(F)c(Cl)c4)c3c2)cn1	61	32	57	41	84	50	87	35
O=S1(=O)CS(=O)(=O)OCCCCCO1	105	94	99	91	103	106	98	107
CCc1c(C)c2ccc3oc(=O)c(=O)[nH]c3c2oc1=O	88	96	122	96	92	97	113	104
N#Cc1ccc(C(=O)NCCCNc2nccc(-n3ccc4cccnc43)n2)cc1	104	93	100	98	106	nt	101	102
CN(C)c1ncnc2c1ncn2-c1ccccc1	94	110	114	103	105	nt	119	104
COc1ccc(/C=C\C(=O)c2ccc(Cl)cc2)cc1OC	83	97	99	93	96	35	102	94
O=C(Nc1ccc(Oc2ccc(NC(=O)Nc3ccc([N+](=O)[O-])cc3)cc2)cc1)Nc1ccc([N+](=O)[O-])cc1	-32*	nt	-25*	17	5.7*	-54*	5.4*	7.0*
COc1ccc(/C=C2\CCCC3=C2NC(N)=NC3c2ccc(OC)cc2)cc1 (stereo not drawn)	88	69	110	92	90	58	106	89
COc1ccc(-n2cc(-c3ccc(OC)c(OC)c3)nc2SCc2cccc(C#N)c2)cc1	63	75	86	95	84	72	101	106
c1cnc2[nH]cc(-c3csc(-c4cn(CCCN5CCCCC5)c5ccccc45)n3)c2c1	6.2*	35	55	66	1.7*	-27*	-78*	58
N#C/C(=C\c1ccc(Br)cc1)n1nnc2cccc(F)c21	-2.7*	-24*	40	62	-18*	-20*	11	21
CCOC(=Nc1ccc(C#N)cc1)SC(c1ccccc1)(c1ccccc1)c1ccccc1	97	nt	110	nt	93	95	101	90

Record cards, as listed above.
Results for `Nc1ncc(-c2ccc3ncnc(Nc4ccc(F)c(Cl)c4)c3c2)cn1` = CCRF-CEM = 61; HOP-92 = 32; HOP-62 = 57; EKVX = 41; MDA-MB-435 = 84; RPMI-8226 = 50; M14 = 87; A549/ATCC = 35
Results for `CCOC(=Nc1ccc(C#N)cc1)SC(c1ccccc1)(c1ccccc1)c1ccccc1` = CCRF-CEM = 97; HOP-92 = nt; HOP-62 = 110; EKVX = nt; MDA-MB-435 = 93; RPMI-8226 = 95; M14 = 101; A549/ATCC = 90

Additional structures
SMILES	CCRF-CEM	HOP-92	HOP-62	EKVX	MDA-MB-435	RPMI-8226	M14	A549/ATCC
COc1cc(NC(=O)Cc2cc3c(OC)c(OC)c(OC)cc3nc2CCC(N)=O)cc(OC)c1OC	109	113	100	106	102	115	102	103
COc1ccc(N2CCN(C(=O)CCSc3nnc4n(Cc5ccccc5)c(=O)c5c6c(sc5n34)CCCC6)CC2)cc1	113	86	104	98	100	113	106	98
CCCCCCCOc1ccc(S(=O)(=O)Nc2ccc(C)c(F)c2C(=O)O)cc1	82	8.6*	98	95	102	55	96	103
O=S(=O)(OCC(COS(=O)(=O)c1ccccc1)(OS(=O)(=O)c1ccccc1)OS(=O)(=O)c1ccccc1)c1ccccc1	106	96	99	nt	102	100	110	nt
ClCc1ccccc1CSc1ncnc2nc[nH]c12	nt	nt	106	97	99	nt	79	91
CCCCn1c(=O)[nH]c(N)c(C(c2cccc(OC)c2)c2c(N)[nH]c(=O)n(CCCC)c2=O)c1=O	81	74	85	89	92	68	92	71
CCCCCCC(=O)c1ccco1	96	90	112	113	107	101	106	101
CCOC(=O)c1c(Nc2ccccc2)nn2c(-c3ccco3)c(C#N)cnc12	82	68	96	76	93	79	107	95
CC(=O)N(N=Nc1ccccc1)c1cccc2ccccc12	80	97	91	101	98	102	91	97
CC1(C)CC(=O)C2=C(C1)N(CCc1ccc(S(N)(=O)=O)cc1)C1=C(C(=O)CC(C)(C)C1)C2c1cccs1	102	106	104	102	102	103	103	105
COc1ccc(-c2nnc3sc(-c4ccccc4-c4nc5ccccc5s4)nn23)cc1	nt	nt	56	92	86	86	109	87
N#Cc1c(N=Cc2ccc(O)cc2)n[nH]c1Nc1ccccc1	115	100	116	96	102	133	107	115
CCn1cc(-c2cc(-c3ccc(Cl)cc3)[nH]c(=O)c2C#N)c(-c2ccc(Br)cc2)n1	99	85	83	92	100	80	96	72
COc1ccc(N=C2c3ccccc3-c3ccccc32)cc1	91	92	95	76	77	94	84	81
Nc1ccccc1Sc1cc(Cl)nnc1Cl	82	109	131	111	112	80	97	102
O=C1c2cccc3c(-c4ccc(F)cc4)ccc(c23)C(=O)N1c1nc2ccccc2s1	101	100	81	102	100	95	98	110
COc1cccc(CNc2nnc(C)c(C)n2)c1O	101	81	96	104	111	100	101	94
Cc1cc(=O)n2nnc3c4ccccc4ccc3n12	23	nt	70	nt	104	8.0*	92	60
OC(c1ccccc1)C(Cc1ccccc1)N1CCOCC1 (stereo not drawn)	100	109	95	108	111	99	115	101
O=C(O)CNC(=O)C1(N2C(=O)c3ccccc3C2=O)CCCC1	89	124	110	104	96	nt	105	99
Clc1ccc(-c2ccc(-c3nn4c(-c5ccccc5)nnc4s3)o2)cc1	98	111	96	98	98	100	99	95
Nc1ccc(-c2nnc3n2N=CC(c2ccc(O)cc2)S3)cc1 (stereo not drawn)	92	81	100	nt	99	91	90	98
COc1ccc(C2NC(=O)c3cc(OC)c(OC)cc3N2)cc1 (stereo not drawn)	105	99	105	nt	91	107	90	105
COc1cc(CNC(=O)CCCC/C=C/C(C)C)ccc1OCc1nnc(SCCc2c[nH]c3ccccc23)o1	35	67	93	57	87	nt	nt	79
Cc1cc(C)nc(SCC(=O)Nc2cccc(N=Cc3c(O)ccc4ccccc34)c2)n1	98	nt	72	97	99	97	96	86
COc1ccc(-c2nc3ncccn3c2-c2nnc(-c3ccsc3C)o2)cc1	90	nt	24	94	95	87	107	79
CC(c1ccccc1)C1(O)CCCC1 (stereo not drawn)	101	101	82	100	105	104	103	75
CCN(Cc1cccc(S(=O)(=O)O)c1)c1ccc(C(=C2C=CC(=[N+](CC)Cc3cccc(S(=O)(=O)O)c3)C=C2)c2ccccc2Cl)cc1	100&94	84&73	97&93	98&110	100&120	98&99	101&102	102&104
CSc1nnc(-c2ccc(NC(=O)c3cccnc3)cc2)n1N	102	105	111	115	105	nt	100	109
CCC(CC)C(=O)Oc1c(C(=O)N(C)C)cccc1-c1ccccc1	93	79	90	104	104	94	nt	111
CCOC(=O)C[N+](C)(C)CCn1c2ccccc2c2nc3cc(C)c(C)cc3nc21	92	87	88	100	105	99	107	95
O=C1Nc2cc(-c3ccc(NC(=O)C4CC4)cc3)ccc2/C1=C/c1ccc[nH]1	99	129	104	48	100	94	99	107
CC(=O)OC[C@@]1(C)C2CC[C@]3(C)C(CC=C4C5CC(C)(C)CC[C@]5(C(=O)Nc5ccc(F)cc5)CC[C@]43C)[C@@]2(C)C[C@@H](OC(C)=O)[C@@H]1OC(C)=O (stereo partly drawn)	30	54	41	28	44	13	48	41
CC1(CSc2ccccc2)CC(=O)N1 (stereo not drawn)	109	91	105	nt	99	105	99	97
CCC(C(=O)[C@@H](C)[C@@H](O)[C@H](C)[C@@H]1O[C@@H]([C@@H](CC)C(=O)ONC(=O)c2ccccc2)CC[C@@H]1C)[C@H]1O[C@]2(C=CC(=O)[C@]3(CC[C@@](C)([C@H]4CC[C@](O)(CC)[C@H](C)O4)O3)O2)[C@H](C)C[C@@H]1C (stereo partly drawn)	-11*	-62*	26	34	21	7.9*	21	-20*
COc1ccc2c(c1)oc1c2c2c(c3c4ccccc4n(C)c13)C(=O)N(O)C2=O	37	83	96	80	82	91	70	85
CCCCCCCCCCCCCCCCCCCCCCCCC(O)C(=O)NC(CO)C(O)C(O)CCCCCCCCCCCCCC (stereo not drawn)	nt	93	99	nt	105	92	103	nt
O=S(=O)(/N=c1\c2ccccc2cnn1C1=NCCN1S(=O)(=O)c1ccc(Cl)cc1)c1ccc(Cl)cc1	52	73	80	93	93	55	92	87
CC[C@H](Nc1ncnc2nc[nH]c12)c1nc2cccc(NCc3ccc(C(=O)NO)nc3)c2c(=O)n1-c1ccccc1	20	23	nt	77	25	6.6*	68	68
C(=C\CN1CCCCC1)/CN1CCCCC1	87	81	86	103	107	92	96	60
CCOC(=O)NC(NC(=O)OCC)C(Cl)Cl	95	93	108	nt	104	101	104	98
O=c1c2cccc(Cl)c2sc2c(Cl)nc3ccccc3c12	89	97	85	99	106	111	97	104
CCOC(=O)CC1(C)SCCN1C(=O)OCC (stereo not drawn)	96	nt	98	nt	109	108	102	97

Four successive records already listed, for reference:
SMILES	CCRF-CEM	HOP-92	HOP-62	EKVX	MDA-MB-435	RPMI-8226	M14	A549/ATCC
CC1(CSc2ccccc2)CC(=O)N1 (stereo not drawn)	109	91	105	nt	99	105	99	97
CCC(C(=O)[C@@H](C)[C@@H](O)[C@H](C)[C@@H]1O[C@@H]([C@@H](CC)C(=O)ONC(=O)c2ccccc2)CC[C@@H]1C)[C@H]1O[C@]2(C=CC(=O)[C@]3(CC[C@@](C)([C@H]4CC[C@](O)(CC)[C@H](C)O4)O3)O2)[C@H](C)C[C@@H]1C (stereo partly drawn)	-11*	-62*	26	34	21	7.9*	21	-20*
COc1ccc2c(c1)oc1c2c2c(c3c4ccccc4n(C)c13)C(=O)N(O)C2=O	37	83	96	80	82	91	70	85
CCCCCCCCCCCCCCCCCCCCCCCCC(O)C(=O)NC(CO)C(O)C(O)CCCCCCCCCCCCCC (stereo not drawn)	nt	93	99	nt	105	92	103	nt
